Vif inh = blocks HIV Vif function. inhibition, % at 7.49 µM. HEK293T cells, Vif self-association by quenched fluorescence, imaging, 24 h. 340,000 compounds, 0.35% hits; in the data active = inhibition above about 50%, passing the limit was not always enough; inconclusive = no clear call, values can overlap the other calls; inactive = below about 31%; also: some results filed as inactive read as strong as hits
MC4R antag cAMP = blocks human MC4R cAMP signaling; MC4R-expressing cells, MTII-stimulated cAMP, LANCE TR-FRET; inhibition, % at 6.5 µM; P32245; 360,000 compounds, 0.48% hits;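 active = inhibition above its plate's cutoff, the mean of tested wells on that plate plus 3 SD, cut at about 29% in these data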;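 also: 0% = Melanotan II alone and 100% = Melanotan II plus saturating MCL0020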
Target sequence (P32245 whole entry, looked up): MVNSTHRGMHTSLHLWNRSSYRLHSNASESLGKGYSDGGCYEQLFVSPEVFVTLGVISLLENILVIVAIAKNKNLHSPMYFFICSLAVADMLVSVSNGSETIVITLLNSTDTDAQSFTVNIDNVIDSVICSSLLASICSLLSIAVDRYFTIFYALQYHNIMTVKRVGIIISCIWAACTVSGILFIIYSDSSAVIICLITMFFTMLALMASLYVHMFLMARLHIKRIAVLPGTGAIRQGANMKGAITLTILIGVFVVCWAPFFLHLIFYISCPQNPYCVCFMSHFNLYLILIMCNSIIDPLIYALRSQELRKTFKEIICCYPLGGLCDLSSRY
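System – human MC4R-expressing U2OS cells · Also added – Melanotan II · Dosing – one concentration, 6.5 µM nominal · Timing – 30-min compound, 1-h challenge, 1-h detection, room temperature · Measured by – Eu-cAMP/anti-cAMP TR-FRET, emission 671 nm · Replicates – singlicate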
HTR2A ag = activates the mouse 5-HT2A serotonin receptor. CHO-K1 mHTR2A beta-arrestin complementation, luminescence; percent of 30 µM serotonin response. activation, % at 7.6 µM. 360,000 compounds, 0.66% hits. AID 624169;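 active = activation above a run cutoff, the mean activation of all tested compounds plus 3 SD, cut at about 14% in these data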;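 also: 0% = plate median of compound wells and 100% = 30 µM serotonin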
N-glyco inh = blocks N-linked glycosylation in D54 reporter cells. reporter increase, % at 12.5 µM. AID 588692. D54 ERlucT glycosylation luciferase reporter, 24 h; percent of 100 nM tunicamycin response. 360,000 compounds, 0.23% hits;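 active = mean luciferase reporter signal, scaled so untreated is 0 and the glycosylation-blocking control 100, at or above a set limit in every replicate; inconclusive = mean reaches the limit but not every replicate does; inactive = mean below the limit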;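 also: luciferase carries N-glycosylation sites so blocking glycosylation raises the light; 0% = median of neutral control wells and 100% = median of 100 nM tunicamycin wells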
MC4R ag barr = agonists of human melanocortin 4 receptor (MC4R) beta-arrestin. 360,000 compounds, 0.98% hits. U2OS MC4R beta-arrestin complementation, luminescence; percent of melanotan II response, DMSO zero. activation, % at 8.9 µM;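 active = activation above a per-plate cutoff, the mean activation of sample wells on that plate plus 3 SD, cut at about 8% in these data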
aDG glyco act = increases alpha dystroglycan glycosylation. Pro5-aDG cells, alpha-DG glycosylation AlphaScreen (IIH6); 0% Pro5, 100% B10-LARGE cell signal. activation, % at 10 µM. 360,000 compounds, 0.22% hits. AID 624168;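 active = activation of at least 8% versus controls, or a plate z-score of at least 8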;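 also: Pro5 are CHO cells carrying HIG-tagged alpha-DG that lacks glycosylation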
ABCB6 inh 2 = blocks the human ABCB6 transporter | K562-ABCB6 porphyrin accumulation, flow cytometry, 1 h; stronger effect = lower value | 360,000 compounds, 0.19% hits | Q9NP58 | fluorescence ratio to DMSO, % at 10 µM;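 active = fluorescence ratio to DMSO below 75%, the collection mean minus 3 SD; inconclusive = too few cells collected in the well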;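 also: signal is porphyrin accumulated inside mitochondria; 100% equals median channel fluorescence of DMSO control wells; lower ratio means ABCB6 inhibition with less porphyrin fluorescence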
Cardio protect = protects H9c2 cardiomyocytes from peroxide injury. H2O2 injury protection, ATPLite, 2 h. protection from H2O2 cell death, % at 20 µM. 360,000 compounds, 0.63% hits;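 active = compounds giving at least 50% protection of heart cells from peroxide-induced death in the single-dose screen, raw or plate-pattern-corrected value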;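 also: 0% = DMSO wells with peroxide and 100% = DMSO wells without peroxide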
CaV13 FRET inh = Primary screen for inhibitors of IQ motif and Ca2+-dependent inactivation inhibitor domain binding in CACNA1D, Förster resonance energy transfer in living cells, …; HEK cells, CFP/YFP FRET ICDI-IQ, plate reader, 10 min; percent FRET-ratio fall versus neutral wells; inhibition, % at 12.3 µM; 340,000 compounds, 0.098% hits; AID 743397;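 active = mean replicate inhibition of at least 30% and at least 1% of replicates passing that level; inconclusive = only one of the two criteria is met; inactive = neither criterion is met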;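 also: 0% = median of the neutral control wells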
PDI inh = blocks human protein disulfide isomerase activity; P07237; PDI insulin aggregation turbidity, A650, 90 min; AID 588391; 350,000 compounds, 0.052% hits; inhibition, % at 10 µM;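 active = mean inhibition across replicates of 30% or more, whatever share of single replicates reach that level; inconclusive = mean inhibition below 30% while every single replicate reaches 30%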;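 also: absorbance from insulin aggregation driven by PDI reduction with DTT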
Target sequence (P07237 whole entry, looked up): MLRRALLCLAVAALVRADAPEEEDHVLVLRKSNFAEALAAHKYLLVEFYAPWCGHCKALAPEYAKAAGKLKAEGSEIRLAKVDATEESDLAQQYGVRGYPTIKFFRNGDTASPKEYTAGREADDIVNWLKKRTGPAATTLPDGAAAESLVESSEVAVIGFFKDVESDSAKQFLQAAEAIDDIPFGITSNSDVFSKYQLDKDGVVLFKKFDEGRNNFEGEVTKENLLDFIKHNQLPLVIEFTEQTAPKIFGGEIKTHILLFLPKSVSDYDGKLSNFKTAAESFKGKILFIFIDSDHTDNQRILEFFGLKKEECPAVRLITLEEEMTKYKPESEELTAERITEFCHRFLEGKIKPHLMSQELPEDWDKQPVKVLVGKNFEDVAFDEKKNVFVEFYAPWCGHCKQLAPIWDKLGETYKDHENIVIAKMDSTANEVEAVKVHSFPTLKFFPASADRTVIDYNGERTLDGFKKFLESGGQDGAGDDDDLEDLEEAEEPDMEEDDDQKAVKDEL
* hit, by the source's call; i = inactive; ? = inconclusive; · = no result given.

SMILES	Vif inh	MC4R antag cAMP	HTR2A ag	N-glyco inh	MC4R ag barr	aDG glyco act	ABCB6 inh 2	Cardio protect	CaV13 FRET inh	PDI inh
COc1ccc(C2CC(c3cccs3)=NN2C(=O)CCC(=O)O)cc1OC (centres undefined)	20	-4	2	2	0.7	-0.1	98	5	0	1
C=C(Br)Cn1c(CCC)nc2ccccc21	13	0	3	-2	-2.5	-0.1	92	6	·	-1
Cc1ccc(NC(=O)CN(c2ccc3c(c2)OCO3)S(=O)(=O)c2c(C)n[nH]c2C)cc1	-7	10	-2	1	-0.8	0.1	108	8	11	-6
O=C(COC(=O)C1CC2C=CC1C2)Nc1cccc(S(=O)(=O)N2CCCCC2)c1 (centres undefined)	-1	0	4	-2	0.8	0.0	91	-10	-4	-7
NS(=O)(=O)c1ccc(CCNC(=O)c2ccc([N+](=O)[O-])cc2[N+](=O)[O-])cc1	9	16	3	3	-0.7	-0.2	104	-3	-2	-7
CCOc1ccc(C(=O)Nc2ccccc2CC)cc1[N+](=O)[O-]	0	-4	0	0	-2.9	0.0	87	0	-4	-14
CC1CC1C(=O)OCC(=O)Nc1ccc2[nH]c(=O)[nH]c2c1 (centres undefined)	-1	13	1	-1	2.3	0.0	105	5	-11	4
CCOC(=O)C1(C)CCCCN1C(=O)c1ccoc1 (centres undefined)	6	15	2	1	0.6	-0.4	95	12	-3	4
COc1ccc(C2=NS(=O)(=O)N(C)C(C(=O)N3CCOCC3)=C2)cc1OC	·	-4	2	1	-1.5	0.1	94	-2	-3	·
Cc1ccc(S(=O)(=O)N2CCCCC2)cc1NC(=O)COC(=O)Cc1ccc(Cl)cc1	·	6	1	-1	-1.7	-0.2	94	-8	-5	5
Cc1ccc(C(=O)Nc2c(N)nc(SCC(=O)Nc3cc(C)on3)[nH]c2=O)cc1	·	-3	-1	·	0.6	0.0	90	2	-3	-8
O=C(O)CCCCCn1c(SCC(=O)Nc2ccc(F)cc2)nc2ccsc2c1=O	?	16	0	1	-4.7	0.0	95	-2	-19	0
Cn1cc(S(=O)(=O)N2CCN(C(=O)c3ccco3)CC2)c(=O)n(C)c1=O	-9	-3	-2	2	1.4	-0.2	98	3	-5	·
O=C(COc1ccc2ccccc2c1)N1c2ccccc2Sc2ccccc21	5	7	0	1	-1.7	-0.3	105	-7	-11	-1
Cc1ccccc1CC(=O)Nc1sc(C(C)C)cc1C(=O)N1CCOCC1	-5	7	3	-2	-2.4	-0.1	98	-3	-11	-8
COc1nc(-c2ccccc2)nc(-c2ccccc2)c1C	5	16	-5	1	0.3	0.3	98	-10	-4	-1
O=C(Oc1cc(-c2ccccc2)no1)c1ccc(Cl)cc1	5	1	-2	1	-1.2	0.1	88	9	·	8
CCCCCCNc1nc(Cl)nc(NC(C)(C)CO)n1	24	-3	-7	-1	-0.4	-0.1	102	-8	-4	-2
CC(=O)c1ccc(N2CCN(C(=S)Nc3ccc(Cl)c(Cl)c3)CC2)cc1	-2	9	0	1	5.1	0.2	98	-6	-7	9
Cc1ccc(NC(=O)CNNC(=O)c2cccc([N+](=O)[O-])c2)cc1[N+](=O)[O-]	-8	6	0	0	-1.3	1.4	100	-2	-6	-1
Clc1cccc(CSc2ccc(-c3cccnc3)nn2)c1	-1	3	-2	-2	-0.7	0.1	98	-4	-5	3
COc1ccc(-c2cc(C(=O)Nc3cc(OC)c(OC)c(OC)c3)no2)cc1OC	3	6	1	9	-2.6	0.1	98	11	-5	-2
CCN(C(=O)CN1C(=O)S/C(=C\c2cccc(OC)c2)C1=O)C1CCS(=O)(=O)C1 (centres undefined)	0	0	4	2	1.5	-0.2	95	-4	-3	12
CC1(C)C=C2C(=NN(c3ccccc3)C(N)=C2C#N)CO1	-5	15	4	7	0.3	0.0	104	8	-21	-5
O=C1CC(N(O)C2CC(=O)N(Cc3ccccc3)C2=O)C(=O)N1Cc1ccccc1 (centres undefined)	6	3	8	0	-1.6	0.0	98	33	-4	2
CCOC(=O)c1ccccc1NC(=O)c1cc2ccccc2o1	-2	4	2	2	3.0	0.0	98	-6	-5	3
Cc1cccc(C(=O)O/N=C2\CCSc3ccc(C)cc32)c1	-5	11	0	3	-2.1	0.1	98	-12	-6	-1
Cc1cc(OC(=O)Nc2ccccc2)ccc1Cl	25	6	1	0	-0.6	-0.1	98	-2	-15	-10
N#Cc1c(-c2ccccc2)cc(-c2ccc3c(c2)OCO3)[nH]c1=O	2	9	0	0	4.1	0.1	99	3	-11	6
Cn1c(CNC(=O)c2ccccc2F)nnc1SCC(=O)c1ccccc1	0	6	3	0	-2.3	-0.2	104	9	·	3
CC(=O)Nc1ccc(NC(=O)C2(C)Cc3c(-c4cccc(NC(C)=O)c4)ccnc3O2)cc1 (centres undefined)	·	0	-3	2	0.8	-0.3	100	26	-7	-8
Cn1nc(C(F)(F)F)c(/C=N/OC(=O)c2ccccc2Cl)c1SCc1ccccc1Cl	5	2	-4	58*	-1.2	-0.2	94	-9	-5	9
COc1ccccc1Nc1nc(-c2c(C)nc3ncccn23)cs1	-8	-5	-1	-2	-2.4	1.2	96	-11	0	-4
COc1ccc(C(=O)NCC(=O)OCC(=O)c2c(C)[nH]c3ccccc23)cc1OC	-6	5	-4	2	0.1	0.0	99	4	·	1
Cc1ccc(OC(C)C(=O)OCC(=O)Nc2sccc2C(N)=O)cc1 (centres undefined)	21	7	5	0	1.5	-0.2	103	-11	-5	0
COc1cccc(C(C)(O)c2nc(-c3ccc(OC)c(OC)c3)cs2)c1 (centres undefined)	-1	0	9	-2	-2.6	0.0	98	-9	-11	0
O=C(CSc1ncnc2scc(-c3ccccc3)c12)N1CCN(c2ccccc2F)CC1	-1	4	2	-5	-1.5	1.2	99	-5	-5	12
O=C(COC(=O)c1ccccc1)Nc1cccc(S(=O)(=O)N2CCOCC2)c1	6	0	-1	2	0.1	0.1	104	-10	-1	-1
CCOc1ccc(N2CC(C(=O)NCc3nnnn3-c3ccc(C)c(C)c3)CC2=O)cc1 (centres undefined)	-9	8	-1	1	-0.4	0.3	107	7	-5	1
Cc1nn(Cc2ccccc2)c(C)c1NC(=O)CSc1nnc(-c2cc(Cl)ccc2O)n1C	·	15	-4	-1	-1.1	-0.1	92	-7	-7	5
Cn1cnc(S(=O)(=O)N2CCN(c3ccc(F)cc3)CC2)c1	6	-3	-4	0	1.6	-0.2	101	3	-5	5
CCn1c(CNC(=O)c2ccco2)nnc1SCC(=O)Nc1cccc(F)c1	3	13	0	2	2.0	-0.2	99	-3	2	1
O=C(c1cc(-c2ccc(Cl)cc2)n[nH]1)N1CCc2ccccc2C1	15	-1	-4	0	-0.1	-0.1	85	-4	-2	-7
CN(C)/C=C/C(=O)c1ccc(Cl)cc1	16	-5	-3	0	0.6	-0.2	99	-3	-6	-3
Nc1ccc(Oc2ccc3c(c2)C(=O)N(CC2CCCO2)C3=O)cc1 (centres undefined)	-6	-1	-2	-2	-1.6	0.1	98	-6	-4	-9
Cc1cc(C)nc(Sc2ccc(/C=C(\C#N)C(=O)Nc3ccccc3)o2)n1	1	7	7	-1	-1.7	0.0	102	3	-8	2
CC12COC3(C(=O)Nc4ccc(Cl)cc4)CC1CCC32C (centres undefined)	-1	15	-2	1	1.0	-0.2	97	-6	-5	-7
COc1cc(N)ccc1Cc1ccc(N)cc1OC	5	3	-1	-1	0.9	-0.3	92	5	-5	7
CCC(Cc1ccccc1)NC(=O)C1CCN(c2nn3c(=O)cc(C)nc3s2)CC1 (centres undefined)	-24	12	4	0	-4.2	0.1	99	-1	-4	3
O=C(CS(=O)(=O)c1ccc(F)cc1)N1CCN(c2ccccc2)CC1	-7	10	-4	0	-3.2	0.0	100	6	-2	-6
More entries follow.
SMILES	Vif inh	MC4R antag cAMP	HTR2A ag	N-glyco inh	MC4R ag barr	aDG glyco act	ABCB6 inh 2	Cardio protect	CaV13 FRET inh	PDI inh
O=C(NC1CCCCCCC1O)c1ccccc1 (centres undefined)	3	4	-1	0	0.6	0.2	133	-3	-6	3
Cc1ccsc1/C=N\NC(=O)c1ccc2c(c1)OCO2	2	8	0	-5	-0.1	0.1	94	-13	-4	-1
C=CCn1c(C)nnc1SCC(=O)c1c(N)n(C2CC2)c(=O)[nH]c1=O	-1	-6	9	2	-1.7	0.1	97	6	-5	0
CCc1nc2ccc(C(=O)N3CCN(C(=O)c4ccco4)CC3)cn2c1N(CCC(C)C)CCN(C)C	5	6	11	2	-0.8	0.4	97	-4	-7	3
COc1ccc(-c2oc3ccc(N4CCOCC4)cc3c2C#Cc2ccc(N)cc2)cc1	i	10	6	-7	-1.0	0.5	106	-5	-7	2
COCCCNC(=O)c1ccccc1C(F)(F)F	-2	15	9	-1	0.8	-0.2	97	7	-2	1
O=C(CCN1CCN(c2ccccc2F)CC1)c1ccc(Br)cc1	-5	12	-7	0	-3.4	0.8	91	-34	·	-3
Cc1cc(-c2nnc(CCC(=O)NCC(C)c3ccccc3)o2)no1 (centres undefined)	·	1	4	3	-2.2	0.0	91	3	-6	-2
N#Cc1cccc(S(=O)(=O)NNC(=O)C23CC4CC(CC(C4)C2)C3)c1	7	6	-5	1	-2.1	0.0	98	1	-3	0
O=C1CCCC/C1=C\Nc1ccc(C(=O)O)c(O)c1	1	2	4	-1	2.8	-0.1	103	1	-8	17
Cc1csc2c(=O)sc(NC(=O)c3ccco3)nc12	-10	-3	-2	10	-0.7	-0.1	97	-1	-2	7
CCc1nnc(NC(=O)CCC(=O)N2CCN(CCOc3ccc(C)cc3)CC2)s1	-10	-4	-5	0	-1.5	0.3	101	12	·	-6
O=C(Nc1ccccc1N1CCOCC1)c1cccc(NS(=O)(=O)c2ccc(F)c(F)c2)c1	-3	18	-2	-1	0.5	0.1	91	-1	-17	1
COc1ccc(OC)c(C(=O)NC(CC(N)=O)c2ccc(N3CCC(N4CCCC4)CC3)c([N+](=O)[O-])c2)c1 (centres undefined)	7	0	4	3	0.4	1.2	96	4	-4	1
CCc1c(C)sc(NC(=O)C2CC(c3c(F)cccc3Cl)=NO2)c1C#N (centres undefined)	-7	10	13	1	-1.7	-0.1	96	-4	-7	4
CCN(C(=O)COC(=O)c1ccccc1OCc1ccc(Cl)cc1)C1CCS(=O)(=O)C1 (centres undefined)	26	1	-6	-1	-0.3	0.0	97	4	-5	7

Part of the list above in order of length of the SMILES, falling:
SMILES	Vif inh	MC4R antag cAMP	HTR2A ag	N-glyco inh	MC4R ag barr	aDG glyco act	ABCB6 inh 2	Cardio protect	CaV13 FRET inh	PDI inh
COc1ccc(OC)c(C(=O)NC(CC(N)=O)c2ccc(N3CCC(N4CCCC4)CC3)c([N+](=O)[O-])c2)c1 (centres undefined)	7	0	4	3	0.4	1.2	96	4	-4	1
O=C(Nc1ccccc1N1CCOCC1)c1cccc(NS(=O)(=O)c2ccc(F)c(F)c2)c1	-3	18	-2	-1	0.5	0.1	91	-1	-17	1
CCc1nnc(NC(=O)CCC(=O)N2CCN(CCOc3ccc(C)cc3)CC2)s1	-10	-4	-5	0	-1.5	0.3	101	12	·	-6
